GLP1R ag = activates the human GLP-1 receptor | P43220 | HEK293 GLP-1R CRE-luciferase, luminescence, 4-6 h; cells express a hypersensitive GLP-1R form | Potency, µM (titrated, usually from 45.6 µM), without a hit: at the highest dose activation, hits mostly activators | actives 0.007% (n = 380,000); also: potency is read from the fitted curve at half-maximal effect; % of control where 0% means no effect
GLP1R cytotox = cytotoxic in the GLP-1 receptor inverse agonist counter-screen. HEK293 cAMP-luciferase reporter cells, luminescence, 24 h. Potency, µM (doses to about 38.3 µM), for inactives: at the top dose activity change, negative = inhibition, usual class: inhibitors. actives 0.13% (n = 410,000). AID 624418;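 also: loss of luciferase light is scored as toxicity; potency is read from the fitted curve at half-maximal effect; % is scaled to controls: 0 for no effect and ±100 for the full control effect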
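Compound-treated cells are incubated 24 hr at 37 deg C under 5% CO2 after a 12 hour attachment period, then luciferase detection reagent is added and luminescence is measured following 12 min at room temperature; lowered signal indicates toxicity.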
IL2 activator = activates IL-2 in a cell-based reporter assay; IL-2 activation reporter assay, cell-based qHTS; stimulated with anti-CD3/CD4/CD28 beads; in transgenic mouse T cells; activation, % (series mostly up to about 46 µM); actives 0.065% (n = 360,000); AID 652025; in the data active = activation above about 50%; inconclusive = mostly about 30% to 49%; also: 0% is about no effect
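Unstimulated transgenic mouse T cells, 750 per well, received compound and, after 60 minutes, anti-CD3/anti-CD4 bead plus anti-CD28 stimulation. EGFP and DsRed were quantified after 18 hours.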
D3 antag = antagonists of human D3 dopamine receptor; P35462; D3R cells, DiscoveRx beta-arrestin luminescence, antagonist mode; active compounds read low; max response, negative = inhibition, %; actives 2.5% (n = 360,000); AID 652054; in the data active = max response below about -50%; inconclusive = no clear call, values can overlap the other calls; also: % is scaled to controls: 0 for no effect and ±100 for the full control effect; mostly tested at two doses, the higher about 12 µM
Target sequence (P35462 whole entry, looked up): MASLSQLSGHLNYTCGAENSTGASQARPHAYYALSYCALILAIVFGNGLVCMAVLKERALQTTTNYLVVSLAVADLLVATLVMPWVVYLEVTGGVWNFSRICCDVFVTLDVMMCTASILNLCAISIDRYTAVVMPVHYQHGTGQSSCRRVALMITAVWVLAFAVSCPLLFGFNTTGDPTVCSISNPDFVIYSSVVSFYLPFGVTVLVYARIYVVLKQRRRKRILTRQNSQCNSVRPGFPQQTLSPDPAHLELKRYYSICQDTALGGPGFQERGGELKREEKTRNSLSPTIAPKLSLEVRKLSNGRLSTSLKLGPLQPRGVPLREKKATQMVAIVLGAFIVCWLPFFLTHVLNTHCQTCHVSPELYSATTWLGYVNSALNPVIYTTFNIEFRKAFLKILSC
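Cells plated overnight at 1500 cells/well, then exposed to library compounds with dopamine controls for 90 minutes at 37 degrees C. DiscoveRx reagent added for 30–60 minutes at room temperature; luminescence read, quantitative HTS format.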
DRD3 agonist = D3 dopamine receptor (human) agonism; P35462; D3R DiscoveRx beta-arrestin cells, luminescence, 90 min; max activation, %; actives 0.58% (n = 410,000); in the data active = max activation above about 30%; also: 0% is about no effect; mostly tested at two doses, the higher about 12 µM
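Agonist mode: compounds and dopamine controls were applied to plated cells for 90 min at 37 degrees C after an overnight attachment at 1500 cells/well. Luminescent read-out followed 30 - 60 minutes at room temperature with DiscoveRx detection reagent.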
PI5P4K alpha inh = blocks human PI5P4K alpha kinase activity. P48426. PI5P4Kalpha enzyme, ADP-Glo luminescence, 60 min; active compounds read low. max response, %. actives 1.2% (n = 330,000). AID 652105; active = max response of -50% or lower; inconclusive = between -30% and -50%; inactive = -30% or higher; also: value at the top dose of about 77 µM; % is scaled to controls: 0 for no effect and ±100 for the full control effect
Target sequence (P48426 whole entry, looked up): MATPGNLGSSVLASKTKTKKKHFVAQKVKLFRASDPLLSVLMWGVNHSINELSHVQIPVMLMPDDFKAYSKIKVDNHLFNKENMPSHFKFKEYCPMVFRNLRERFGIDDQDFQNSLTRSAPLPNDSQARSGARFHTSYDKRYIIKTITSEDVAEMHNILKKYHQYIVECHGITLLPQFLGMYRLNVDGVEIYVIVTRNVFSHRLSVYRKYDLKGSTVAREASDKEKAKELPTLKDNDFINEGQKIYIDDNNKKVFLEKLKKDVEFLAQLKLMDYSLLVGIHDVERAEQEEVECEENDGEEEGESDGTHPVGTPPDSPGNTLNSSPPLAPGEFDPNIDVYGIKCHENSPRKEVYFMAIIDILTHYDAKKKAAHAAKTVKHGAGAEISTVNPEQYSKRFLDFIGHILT
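Luminescence from ADP-Glo served as readout of PI5P4Kalpha activity in a qHTS format. Reaction: enzyme, substrate, compound, ATP at 5 microM final, 60 min at RT.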
GLP-1R inv ag = GLP-1 receptor (human) inverse agonism | HEK293 GLP-1R CRE-luciferase, luminescence, 24 h; GLP-1R form is constitutively active | Potency, µM (doses to about 38.3 µM), without a hit: at the highest dose activity change, negative = inhibition, most hits filed as inhibitors | actives 1.6% (n = 410,000) | AID 624417; also: potency is read from the fitted curve at half-maximal effect; % is scaled to controls: 0 for no effect and ±100 for the full control effect; nearly all actives have a fitted effect of over 55% in size
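Seeding at 200 cells/uL, 12 h culture, 24 hr compound treatment, then luciferase reagent and a luminescence read; cells are HEK293 stably expressing a constitutively active GLP-1R plus cAMP-responsive luciferase.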
PLK1 PBD block = inhibitors of human PLK1 polo-box domain binding; P53350; Plk1 PBD binding of FITC phosphopeptide, fluorescence polarization; Potency, µM, for inactives: max response, negative = inhibition, most hits filed as inhibitors; actives 2.8% (n = 360,000); AID 720504; also: potency is read from the fitted curve at half-maximal effect; series mostly up to about 57 µM; % is scaled to controls: 0 for no effect and ±100 for the full control effect; nearly all actives have a fitted effect of over 65% in size
WRN inhibitor = inhibitors of human WRN helicase; Q14191; WRN helicase unwinding, fluorescent forked duplex, kinetic; Potency, µM (titrated, usually from 114 µM), inactives show at the top dose activity change, negative = inhibition, usual class: inhibitors; actives 0.46% (n = 360,000); AID 651768; also: potency is read from the fitted curve at half-maximal effect; % is scaled to controls: 0 for no effect and ±100 for the full control effect; nearly all actives have a fitted effect of over 55% in size
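WRN at 20 nM final preincubated with compound 15 min at room temperature; reaction started with 100 nM fluorophore/quencher forked duplex oligonucleotide and 2 mM ATP final. Unwinding followed kinetically by red fluorescence (ex 525, em 598 nm).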
* marks the source's active call; other numbers are inactive results; ? = inconclusive; nt = not tested or not shown; [ ] = remark or other dose. Unless noted, calls follow the shape of the dose curve; as a rule, active = well fitted curve in the direction sought with a large enough effect; inconclusive = small, poorly fitted or top-dose-only effect, or another doubt; inactive = no such curve, though single readings can be large; an effect the other way counts as inactive or inconclusive.

SMILES	GLP1R ag	GLP1R cytotox	IL2 activator	D3 antag	DRD3 agonist	PI5P4K alpha inh	GLP-1R inv ag	PLK1 PBD block	WRN inhibitor
OCCC1CN(Cc2cccc(OC3CCCC3)c2)CCN1Cc1ccsc1 (stereo not drawn)	16%	-17%	-3.5	-82*	-27	-1	?	1%	3%
CC(=O)Nc1cc(-c2ccccc2N(C)C)cn2c(-c3ccccc3)cnc12	10%	-25%	-0.2	5	0	-3	?	-3%	0%
COc1cc(C2C(C(=O)c3ccco3)=C(O)C(=O)N2c2cc(C)on2)cc(Br)c1O (stereo not drawn)	-2%	-15%	2.1	-73*	-13	-5	3%	-3%	-14%
COc1ccc(CNC(=O)Nc2ccc(C)cc2C)cc1	-1%	-18%	-2.7	-9	-3	3	1%	3%	-3%
NS(=O)(=O)c1ccc(CCNC(=O)CCCn2c(=O)[nH]c3ccc(Br)cc3c2=O)cc1	6%	-6%	-0.2	1	17	1	25%	-3%	-1%
CCCOc1ccc(/C=C/C(=O)Nc2ccc([N+](=O)[O-])cc2)cc1	0%	9%	-0.3	7	11	-3	?	-7%	-6%
Cc1ccc(Cc2c(-c3ccc(C#N)cc3)nc3c4ccccc4ccn23)cc1	-3%	3%	0.4	0	-4	1	-18%	-2%	-3%
O=C(c1cc(F)c(F)cc1Cl)N1CCOCC1	3%	-15%	-2.6	10	-4	1	1%	-8%	10%
Oc1cccc(/C=N/Nc2ncnc3c2ncn3Cc2ccccc2)c1	1%	1%	0.0	-11	-4	-3	65%[activator]	-9%	-25%
Cc1cc(C)nc(CCNC(=O)C2CCC(=O)N(Cc3ccccc3F)C2)n1 (stereo not drawn)	6%	-1%	0.3	2	4	16	25%	-1%	0%
Cc1cc(CNC(=O)Cn2cc([N+](=O)[O-])cn2)c2ccccc2n1	2%	3%	-3.0	9	3	7	4%	0%	-4%
O=C(NC1CCN(Cc2ccccc2)CC1)c1ccc(Cn2c(=O)c3ccccc3n(Cc3cccc(F)c3)c2=O)cc1	1%	11%	nt	nt	-21	nt	8%	nt	nt
COc1cccc(CN(C)C(=O)c2ccc3nccnc3c2)c1	0%	4%	1.0	-5	-4	?	24%	-13%	-7%[11.6 µM]
CC(=O)N(C)c1ccc(N=Nc2c(C)[nH]n(C(N)=S)c2=O)cc1	-1%	-22%	-1.9	-20	-3	-10	-23%	?	5%
CCN(CC)S(=O)(=O)c1ccc2c(c1)nc(CCC(=O)O)n2CC	0%	-2%	1.4	11	4	-7	6%	?	-1%
Cc1ccn2c(-c3csc(Nc4ccc(C(=O)O)cc4)n3)c(C)nc2c1	9%	-3%	-0.1	-12	1	?	-8%	-28%	-11%
CC1CC(C)(C)Nc2ccc(N=O)cc21 (stereo not drawn)	-7%	?	-1.1	-84*	-12	-6	?	-8%	10%
Cc1nnc(Sc2cc(C(=O)NCCCN(C)Cc3ccccc3)c3ccccc3n2)s1	0%	-2%	-1.6	-15	4	8	?	-2%	14%
COc1ccc(-n2nnnc2-c2cccc(OC)c2)cc1	20%	-36%	2.7	5	3	2	?	-2%	6%
CCOC(=O)C1=C(C)NC(=O)NC1c1ccc(OCCO)c(OC)c1 (stereo not drawn)	-5%	-9%	0.6	4	-2	11	1%	0%	0%
COc1ccc(-c2cc(=O)c3ccccc3s2)cc1	11%	-6%	-0.7	3	2	nt	66%[activator]	-2%	-5%
Cc1ccc(NC(=O)CNC(=O)c2ccco2)cc1	2%	-1%	-2.6	10	-3	-8	14%	1%	-4%
COc1ccc(-c2ccc(SCC(=O)NCC3CCCO3)nn2)cc1OC (stereo not drawn)	?	0%[0.307 µM]	-0.6	-9	4	-4	-9%[0.307 µM]	-7%	-8%
COc1ccc(F)cc1S(=O)(=O)n1nc(C)cc1C	-1%	-10%	-1.5	4	7	-2	-13%	6%	0%[57.1 µM]
O=C(N/N=C/c1ccc(-c2cccc(C(F)(F)F)c2)o1)c1ccccc1Br	1%	-6%	-0.6	38	-14	nt	?	37%[activator]	-31%
Carrying on.
SMILES	GLP1R ag	GLP1R cytotox	IL2 activator	D3 antag	DRD3 agonist	PI5P4K alpha inh	GLP-1R inv ag	PLK1 PBD block	WRN inhibitor
Cc1ccc(S(=O)(=O)N2CCCC(C(=O)N(Cc3cccs3)C3CC3)C2)cc1 (stereo not drawn)	1%	-20%	-2.6	-2	9	-1	?	1%	-16%
COc1cc([C@@H]2[C@H]3CNCC=C3C(C#N)=C(N)C2(C#N)C#N)ccc1OC(C)C	12%	2%	0.1	2	3	-11	-3%	4%	-3%
COc1ccc(OCCC(=O)Nc2nccs2)cc1	14%	20%	0.7	8	7	1	13%	5%	-8%
CC1CCN(CCOc2cc(Cl)ccc2Cl)CC1	-2%	-4%	-1.2	?	-5	nt	-4%	-8%	0%
CC(C)(C)CN1C(=O)C(=O)NC[C@H]1Cc1cccc2ccccc12	20%	-18%	0.3	-12	-14	-3	4%	2%	0%
Cc1[nH]n(C(N)=S)c(=O)c1N=Nc1cc(C(F)(F)F)ccc1Cl	5%	?	-6.7	1	17	-14	19%	?	-7%
CC(C)(C)S(=O)(=O)/C(C#N)=C/c1sccc1C1OCCO1	3%	-16%	-0.1	8	7	-12	-7%	21µM*	-25%
CC(C)C(C(=O)NC1CCCC1)N(CC1CCCO1)C(=O)CNS(=O)(=O)c1ccccc1 (stereo not drawn)	5%	-4%	0.6	-2	2	-1	-7%	-10%	-4%
CCSc1nc(-c2ccc(OC)cc2)cc(-c2ccc(OC)cc2)c1C#N	-6%	8%	-1.6	-25	-24	nt	?	?	2%
CCOC(=O)c1c(C)[nH]c(C(C)=O)c1C	-2%	4%	-2.5	23	2	nt	78%[activator]	-7%	9%
CCOc1ccc(N(C(=O)CNC(=O)c2ccco2)C(C(=O)NCC2CCCO2)c2ccccc2)cc1 (stereo not drawn)	7%	16%	-1.0	11	3	4	10%	-4%	-3%
COC(=O)C12OCC34C(CC5C(C)=C(O)C(=O)CC5(C)C3C(O)C1O)OC(=O)C(OC(=O)C=C(C)C)C24 (stereo not drawn)	-18%	-50%	-7.1	-7	1	3	-80%	0%	11%
Cc1onc(-c2c(Cl)cccc2Cl)c1NC(=O)NNc1c(Cl)cncc1Cl	-1%	6%	-0.4	-14	2	-3	12%	-4%	1%
COc1cccc(-c2cc(C(=O)Nc3cnn(Cc4ccc(F)cc4)c3)no2)c1	-13%	1%	0.0	-22	-2	nt	14%	2%	-13%
CCn1cnc2cc(NC(=O)COc3ccc(C)cc3)ccc21	7%	0%	-1.9	-1	1	-3	?	-23%	-2%
CCOc1ccc(CCNC(=O)C2CCC(=O)N2C2CCCCC2)cc1OCC (stereo not drawn)	4%	7%	-2.7	-4	-8	nt	0%	-6%	-10%
Cc1nnsc1-c1onc(C)c1C(=O)Nc1cc(Cl)cc(Cl)c1	-6%	-10%	0.7	20	2	8	?	6%	3%
Cc1cc(C)c([C@@H]2C[C@H]3CN(C4CCCC4)C(=O)[C@]34CCCN24)c(-n2cccn2)c1	13%	-1%	-0.1	5	7	0	-30%	-3%	1%
COC(=O)C1=C(C)NC2=C(C(=O)c3ccccc32)C1c1ccc(-c2ccc(C(=O)O)cc2)o1 (stereo not drawn)	11%	-9%	0.2	-76*	12	7	39%	?	?
Cc1ccc2c(c1)-c1nc(-c3ccc(Cl)cc3)cc(-c3coc4ccccc4c3=O)c1CO2	-1%	-2%	nt	nt	-10	nt	16%	nt	nt
CCC(C)NC(=O)c1ccc2c(c1)S(=O)(=O)c1ccccc1C2=O (stereo not drawn)	12%	9%	0.1	0	1	-4	37%[activator]	1%	-14%
COc1ccc(/C=C/C(=O)OCC(=O)Nc2cc(C(F)(F)F)ccc2Cl)cc1	6%	-2%	2.2	9	2	7	-20%	-2%	-4%
Cc1ccccc1C(=O)Nc1cccc(-c2nnc(SCC(=O)O)n2C)c1	-1%	-8%	-1.0	17	3	1	2%	-5%	-24%
CCOC(=O)C1=C(Cn2cnc3ccccc32)NC(=O)NC1c1ccc(Cl)cc1 (stereo not drawn)	-6%	-24%	-1.0	28	32*	nt	0%	0%	0%
Cn1c(SCC(=O)N2CCCC2)nc2c(c1=O)SCC2	5%	-18%	-2.9	3	2	3	15%	7%	8%

Next part (4 carried over from the part before).
SMILES	GLP1R ag	GLP1R cytotox	IL2 activator	D3 antag	DRD3 agonist	PI5P4K alpha inh	GLP-1R inv ag	PLK1 PBD block	WRN inhibitor
COc1ccc(/C=C/C(=O)OCC(=O)Nc2cc(C(F)(F)F)ccc2Cl)cc1	6%	-2%	2.2	9	2	7	-20%	-2%	-4%
Cc1ccccc1C(=O)Nc1cccc(-c2nnc(SCC(=O)O)n2C)c1	-1%	-8%	-1.0	17	3	1	2%	-5%	-24%
CCOC(=O)C1=C(Cn2cnc3ccccc32)NC(=O)NC1c1ccc(Cl)cc1 (stereo not drawn)	-6%	-24%	-1.0	28	32*	nt	0%	0%	0%
Cn1c(SCC(=O)N2CCCC2)nc2c(c1=O)SCC2	5%	-18%	-2.9	3	2	3	15%	7%	8%
COCCN(Cc1cc2cc(C)ccc2n2nnnc12)C(=S)Nc1cccc(C)c1	6%	-5%	-0.3	4	-4	-2	2%	-7%	3%
O=C(NCc1ccncc1)C1CCN(S(=O)(=O)c2ccccc2)CC1	0%	4%	-1.6	13	3	-7	10%	-9%	13%
CCC(C(=O)NC1CCCC1)N(C(=O)Cn1nnc(-c2ccc(C)o2)n1)c1ccccc1OC (stereo not drawn)	12%	2%	-2.4	-6	-7	1	-4%	-5%	4%
CC(=O)Oc1ccc2ccccc2c1C(NC(=O)Cc1ccccc1)c1ccc(Cl)cc1 (stereo not drawn)	-13%	?	-2.9	-9	-7	2	?	-6%	-10%
CCOc1ccc(S(=O)(=O)N2CCCCC2)cc1NC(=O)CCNC(=O)c1ccco1	-12%	-1%	-2.1	15	8	-6	5%	1%	-5%
COC(=O)C(C#N)c1nc2ccccc2nc1N1CCCC1 (stereo not drawn)	-1%	12%	?	-3	-1	4	-15%	-9%	-33%
O=C(COc1cccnc1[N+](=O)[O-])N1CCc2ccccc21	11%	-7%	-1.6	-20	-16	0	14%	-16%	-8%

Bioassay records from PubChem BioAssay.
